# SW480 rereplic – induces DNA re-replication in SW480 colon adenocarcinoma cells. SW480 DNA re-replication, Hoechst DNA content imaging, 48 h. Potency, µM (series often up to 46.1 µM), without a hit: top-dose re-replication activation, usual class: activators. 340,000 tested, 1.8% active. AID 624297; also: potency is read from the fitted curve at half-maximal effect; % of control where 0% means no effect; nearly all actives have a fitted effect of over 55% in size
#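 Image-based DNA-content assay: after two days of treatment, nuclei were labelled with the DNA dye Hoechst and imaged, and hits were compounds raising the count of nuclei showing high fluorescence intensity.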
# IL-1B inflam inh – inhibitors of inflammasome signaling (IL-1 beta secretion); 360,000 tested, 4.7% active; THP-1 LPS/ATP IL-1B secretion, AlphaLISA, 16 h; active compounds read low; AID 743279; activity change, % at 57.5 µM; in the data active = activity change below about -50%; inconclusive = mostly about -30% to -49%; also: % is scaled to controls: 0 for no effect and ±100 for the full control effect
#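 THP-1 cells pretreated 1 hr with compounds (up to 57.5 uM final), then stimulated with LPS (250 ng/mL final) plus ATP (1.25 mM final); secreted IL-1B measured by AlphaLISA after 16 hr, decreased signal indicating inhibition.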
# KB-V1 MDR tox – kills drug-selected multidrug resistant KB-V1 cells; KB-V1 MDR cells viability, CellTiter-Glo, 72 h; Potency, µM (titrated, usually from 46.1 µM), without a hit: at the highest dose activity change, negative = cytotoxicity, usual class: cytotoxic; 400,000 tested, 3.4% active; also: potency is read from the fitted curve at half-maximal effect; % is scaled to controls: 0 for no effect and ±100 for the full control effect; nearly all actives have a fitted effect of over 60% in size
#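 KB-V1 cells (P-gp-expressing MDR subline of KB-3-1) in phenol-red-free DMEM with 10% FBS were exposed to library compounds over a concentration series for 72 h at 37 degrees C. Viability read by CellTiter-Glo luminescence; concentration-effect curves fitted after normalization.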
# GLP1R cytotox – cytotoxic in the GLP-1 receptor inverse agonist counter-screen. HEK293 cAMP-luciferase reporter cells, luminescence, 24 h. Potency, µM (doses to about 38.3 µM), for the others: at the top dose activity change, negative = inhibition, usual class: inhibitors. 410,000 tested, 0.13% active. AID 624418;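 also: loss of luciferase light is scored as toxicity; potency is read from the fitted curve at half-maximal effect; % is scaled to controls: 0 for no effect and ±100 for the full control effect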
#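 To flag toxic compounds, the library was rerun on cells for 24 hr at 37 deg C and 5% CO2. Viability-linked luminescence was captured 12 min after adding luciferase detection reagent.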
# HT1080-NT tox – kills 2HG-producing HT-1080-NT fibrosarcoma cells. HT-1080-NT fibrosarcoma viability, CellTiter-Glo ATP luminescence, 48 h. Potency, µM (series often up to 46.1 µM), for the others: at the highest dose activity, negative = less viability, actives largely listed as cytotoxic. 360,000 tested, 1.6% active. AID 686970;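 also: NT is the 2HG producing partner of a matched IDH1 knockdown line; potency is read from the fitted curve at half-maximal effect; 0% = DMSO-treated cells and -100% = media-only wells without cells; nearly all actives have a fitted effect of over 55% in size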
#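 A 48-hour cytotoxicity screen used HT-1080-NT cells plated 2 hours before compound delivery. ATP-based CellTiter-Glo luminescence measured viability, normalized to DMSO and no-cell controls.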
# KB-3-1 cytotox – kills parental KB-3-1 adenocarcinoma cells; KB-3-1 viability, CellTiter-Glo ATP luminescence, 72 h; Potency, µM (doses to about 46.1 µM), for the others: at the highest dose activity change, negative = cytotoxic, hits mostly cytotoxic; 400,000 tested, 1.4% active; AID 1347075; also: potency is read from the fitted curve at half-maximal effect; % is scaled to controls: 0 for no effect and ±100 for the full control effect; nearly all actives have a fitted effect of over 60% in size
#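 Screening of KB-3-1 cells (DMEM, 10% FBS, phenol-red free) ran from lowest to highest compound concentration; after 72 h at 37 °C viability was read luminescently and curves fitted.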
# DRD3 agonist – agonists of human D3 dopamine receptor | AID 652048 | P35462 | D3R DiscoveRx beta-arrestin cells, luminescence, 90 min | 410,000 tested, 0.58% active | max activation, %; in the data active = max activation above about 30%; also: 0% is about no effect; mostly tested at two doses, the higher about 12 µM
# Target sequence (P35462 whole entry, looked up): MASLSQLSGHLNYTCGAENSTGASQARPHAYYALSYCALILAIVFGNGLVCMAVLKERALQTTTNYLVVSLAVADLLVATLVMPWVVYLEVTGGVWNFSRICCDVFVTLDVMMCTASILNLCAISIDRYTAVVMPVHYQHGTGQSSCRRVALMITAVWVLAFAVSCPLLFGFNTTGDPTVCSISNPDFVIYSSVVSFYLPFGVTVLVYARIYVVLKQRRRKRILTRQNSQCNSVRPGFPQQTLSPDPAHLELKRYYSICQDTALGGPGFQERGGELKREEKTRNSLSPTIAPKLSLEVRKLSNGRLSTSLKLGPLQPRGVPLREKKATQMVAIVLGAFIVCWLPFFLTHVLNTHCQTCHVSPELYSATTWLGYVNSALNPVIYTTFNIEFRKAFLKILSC
#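 Agonist-mode cell screen: cells plated at 1500/well and incubated overnight at 37 °C, then exposed to library compounds for 90 min at 37 °C. Detection reagent was added for 30–60 min at room temperature, and luminescence was read.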
# HT1080 IDH1KD tx – HT-1080 IDH1 knockdown cell toxicity (counter line) | HT-1080 IDH1 knockdown viability, ATP luminescence, 48 h | Potency, µM (highest dose often 46.1 µM), without a hit: at the top dose activity, negative = toxicity, actives largely listed as cytotoxic | 360,000 tested, 2% active;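 also: potency is read from the fitted curve at half-maximal effect; 0% = DMSO wells and -100% = cell-free medium wells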
#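 In this qHTS, HT-1080 cells depleted of IDH1 are exposed for 48 h at 37 °C to compound titrations. Toxicity is scored from CellTiter-Glo luminescence, with DMSO as full viability and medium alone as none.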
# MCF10A rerep – induces DNA re-replication in MCF 10a normal breast cells | Potency, µM (titrated, usually from 46.1 µM), for the others: top-dose activity, positive = re-replication, hits mostly activators | 350,000 tested, 2.9% active | MCF 10A DNA re-replication, Hoechst nuclear intensity, 48 h; also: potency is read from the fitted curve at half-maximal effect; % of control where 0% means no effect; nearly all actives have a fitted effect of over 50% in size
# Starred values were filed as active, the others as inactive; ? = inconclusive; nt = not tested or not shown; [ ] = another dose, or the depositor's remark. Unless noted, calls follow the shape of the dose curve; as a rule, active = well fitted curve in the direction sought with a large enough effect; inconclusive = small, poorly fitted or top-dose-only effect, or another doubt; inactive = no such curve, though single readings can be large; an effect the other way counts as inactive or inconclusive.
nr	structure	HT1080 IDH1KD tx	MCF10A rerep	KB-3-1 cytotox	KB-V1 MDR tox	GLP1R cytotox
1	Cc1ccc(OCCCC(=O)NC(C)c2ccccc2)c(C)c1 (configuration not stated)	0%	16%	-9%	1%	2%
2	O=C(CSc1ccc([N+](=O)[O-])cn1)Nc1ccc(N2CCOCC2)c(Cl)c1	1%	?	3%	-9%	14%
3	CCOc1ccc(NC(=O)CCCn2nc(C)c3c(C)n(-c4ccccc4)nc3c2=O)cc1	16%	?	1%	19%	-1%
4	Cc1ccc(C(=O)N2CCCC(CCC(=O)N3CCN(c4ccccn4)CC3)C2)cn1 (configuration not stated)	8%	-2%	7%	-7%	2%
5	COc1ccc(-c2noc(CCC(=O)NC3CCCC3)n2)cc1	1%	2%	?	-29%	4%
6	O=C1c2cccc3c([N+](=O)[O-])ccc(c23)C(=O)N1Cc1cccnc1	12µM*	18µM*	?	-27%	97%[activator]
7	Cc1ccc(CCNC(=O)C2CCC(=O)N(Cc3cccc(F)c3)C2)cc1 (configuration not stated)	20%	0%	7%	-4%	13%
8	N#Cc1c(NC(=O)CCCl)sc2c1CCCCC2	23µM*	4%	-24%	-20%	3%
9	O=C(c1ccc(S(=O)(=O)Nc2cccc(C(F)(F)F)c2)cc1)N1CCOCC1	-1%	3%	-8%	0%	5%
10	CCN1C(=NCCc2c[nH]c3ccccc23)N[C@@H](c2ccccc2)[C@H](C(=O)OC)[C@H]1C	-1%	-2%	-5%	-15%	24%
11	CCN(Cc1ccccc1)C(=O)c1ccc(NC(=O)c2ccc(OC)cc2)cc1	0%	?	7%	-4%	2%
12	O=C(NCc1cccc(C(F)(F)F)c1)c1ccc2c(c1)OCCO2	-26%	7%	-7%	-26%	-8%

nr	IL-1B inflam inh	HT1080-NT tox	DRD3 agonist	SW480 rereplic
1	0	0%	-15	-15%
2	-13	-13%	-10	17%
3	?	4%	2	?
4	-18	0%	12	-13%
5	16	0%	8	-2%
6	-101*	8.2µM*	-21	?
7	0	3%	1	-9%
8	24	23µM*	-8	4%
9	20	10%	6	-5%
10	14	-6%	-38	-3%
11	0	23%	7	-6%
12	18	-5%	4	14%

# The listing continues.
nr	structure	HT1080 IDH1KD tx	MCF10A rerep	KB-3-1 cytotox	KB-V1 MDR tox	GLP1R cytotox
13	Cn1c(O)c(N=NC(=O)c2cccc(S(=O)(=O)N3CCCCC3)c2)c2ccccc21	-19%	?	0%	?	-27%
14	CN(Cc1ccccc1)C(=O)COc1ccccc1Cl	14%	0%	2%	13%	-33%
15	COC(=O)c1sc(-c2ccccc2)cc1NC(=O)Nc1ccc(Cl)cc1	nt	nt	6%	-5%	-2%
16	O=C(c1ccco1)[C@@H]1[C@@H]2C(=O)N(c3ccc(F)cc3)C(=O)[C@@H]2[C@H]2C=Cc3ccccc3N21	-14%	3%	6%	0%	-11%
17	CCN(CC(=O)N1CCCC1)S(=O)(=O)c1ccccc1	3%	1%	-1%	1%	0%
18	CCCCNC(=S)NNC(=O)c1nn(C)cc1Cl	14%	-3%	1%	4%	4%
19	CC(C)[C@H](Nc1ncnc2c1oc1ccccc12)C(=O)O	8%	3%	5%	1%	9%
20	CC(=O)CC(=O)Nc1ccc(C(N)=O)cc1	14%	0%	5%	1%	-2%
21	CCOC(=O)c1oc2ccc(S(=O)(=O)n3nc(-c4ccc(OC)cc4)cc3N)cc2c1C	-10%	?	?	?	-9%
22	COCCn1c(SCC(=O)Nc2cccnc2Cl)nc2cc(Cl)ccc2c1=O	-2%	8%	-11%	?	1%
23	CC1CC(=O)Nc2ccccc2N1C(=O)COc1ccc2ccccc2c1 (configuration not stated)	-3%	-1%	5%	-26%	21%
24	COC(=O)N/N=C/c1cn(Cc2ccccc2Cl)c2ccccc12	?	12%	-4%	-8%	?

nr	IL-1B inflam inh	HT1080-NT tox	DRD3 agonist	SW480 rereplic
13	-22	-22%	-2	3%
14	-13	-8%	6	5%
15	nt	nt	4	nt
16	-18	-15%	-10	9%
17	8	-2%	0	-2%
18	-17	23%	10	-3%
19	26	-2%	-7	-6%
20	-8	13%	2	-11%
21	18	12%	18	?
22	-11	-6%	7	-3%
23	17	-4%	6	0%
24	-27	-19%	-3	-1%

# Additional records follow:
nr	structure	HT1080 IDH1KD tx	MCF10A rerep	KB-3-1 cytotox	KB-V1 MDR tox	GLP1R cytotox
25	COc1ccc2c(c1)CCc1c(C(=O)NCCCn3ccnc3)noc1-2	2%	5%	-17%	-13%	-4%
26	CC1=Nc2ccccc2/C1=C/c1nc(-c2ccc(C)s2)oc1O	-1%	3%	8%	?	-12%
27	O=C1CNC(=O)/C(=C\c2ccc(F)cc2)N1	11%	6%	-1%	3%	3%
28	C#Cc1ccc([C@@H]2C=C(C(=O)NCc3nc4ccccc4[nH]3)O[C@H](OCC)[C@H]2CCCO)cc1	-9%	?	3%	?	10%
29	Cc1c(Cl)ccc2c1NC(=O)C21NC(CCC(N)=O)[C@H]2C(=O)N(c3ccc(Cl)cc3)C(=O)[C@H]21 (some centres not stated)	-20%	14%	0%	17%	0%
30	Cc1ccc(S(=O)(=O)CCc2ccccn2)cc1	13%	4%	1%	5%	0%
31	CC(C)/C=N/NC(=O)c1cccc(N2CCCC2=O)c1	8%	-10%	1%	4%	0%
32	O=C(NC(=S)Nc1cc(Cl)ccc1N1CCOCC1)c1ccc(-c2cccc(Cl)c2)o1	1%	26%	-10%	?	3%
33	COC(=O)CC1Oc2ccc(Cl)cc2-n2cc(-c3ccccc3)nc21 (configuration not stated)	nt	nt	-6%	0%	6%
34	C=CCc1ccccc1OCC(O)CN(C(C)C)C(C)C (configuration not stated)	-1%	-12%	3%	-5%	-13%
35	COC(=O)c1sccc1S(=O)(=O)N1CCCC(N(C)CCc2ccccn2)C1 (configuration not stated)	14%	-1%	7%	?	11%
36	CC(C)N(C(=O)[C@H]1C[C@H](CC(=O)NCCCn2ccnc2)C(=O)N2CCc3c([nH]c4cc(CCC(=O)N(C)C)ccc34)[C@]12C)C(C)C	12%	-2%	26%	13%	-5%

nr	IL-1B inflam inh	HT1080-NT tox	DRD3 agonist	SW480 rereplic
25	-2	-1%	20	-15%
26	28	2%	-4	4%
27	25	-10%	4	-8%
28	-18	-8%	-17	-40%[inhibitor]
29	0	-17%	-8	-2%
30	-7	20%	1	-6%
31	-16	12%	3	-5%
32	17	8%	1	-6%
33	nt	nt	-9	nt
34	-17	-6%	-4	2%
35	16	15%	3	-1%
36	12	5%	7	0%

# Entries shown so far containing a CF3 group (2):
nr	structure	HT1080 IDH1KD tx	MCF10A rerep	KB-3-1 cytotox	KB-V1 MDR tox	GLP1R cytotox
9	O=C(c1ccc(S(=O)(=O)Nc2cccc(C(F)(F)F)c2)cc1)N1CCOCC1	-1%	3%	-8%	0%	5%
12	O=C(NCc1cccc(C(F)(F)F)c1)c1ccc2c(c1)OCCO2	-26%	7%	-7%	-26%	-8%

nr	IL-1B inflam inh	HT1080-NT tox	DRD3 agonist	SW480 rereplic
9	20	10%	6	-5%
12	18	-5%	4	14%

# Continuation:
nr	structure	HT1080 IDH1KD tx	MCF10A rerep	KB-3-1 cytotox	KB-V1 MDR tox	GLP1R cytotox
37	O=C(NCc1ccc(F)cc1)c1cc(C2CCCCN2S(=O)(=O)c2ccc(F)cc2F)on1 (configuration not stated)	6%	nt	0%	3%	0%
38	COc1ccc(N2C(=O)CC(n3c(CCCCO)nc4ccccc43)C2=O)cc1 (configuration not stated)	5%	0%	-2%	8%	26%
39	CC1Cc2ccccc2N1C(=O)CSc1nnc2c(n1)[nH]c1ccc(F)cc12 (configuration not stated)	0%	-14%	-3%	?	-8%
40	O=C(CCCCn1c(=O)c2ccccc2n(Cc2cccc(Cl)c2)c1=O)NCc1ccc2c(c1)OCO2	nt	nt	?	-9%	-3%
41	O=C(NC1CCCC1)C(c1ccc(F)cc1)N(Cc1ccc(F)cc1)C(=O)CCl (configuration not stated)	9%	14%	?	18µM*	-3%[1.53 µM]
42	CCOC(=O)[C@H]1[C@H]2COc3ccc(Br)cc3[C@@H]2N2C(=O)c3ccc(F)cc3NC(=O)[C@@]12C	-5%	9%	0%	16%	-8%
43	CSC1=NCCN1S(=O)(=O)c1ccc(NC(C)=O)cc1	17%	-2%	3%	48%	5%
44	COc1ccccc1N(CC(=O)NCc1cccnc1)S(C)(=O)=O	0%	?	-1%	5%	-11%
45	COC(=O)[C@H]1C[C@H]2[C@@H]3CC[C@H]4C[C@@H](OC)CC[C@]4(C)[C@H]3CC[C@]2(C)[C@@]2(CCCO2)O1	2%	?	0%	0%	1%
46	CCOC(=O)c1c(N2C(=O)Nc3ccccc3N2O)sc2c1CCCC2	-6%	20%	10%	-1%	-3%

nr	IL-1B inflam inh	HT1080-NT tox	DRD3 agonist	SW480 rereplic
37	2	16%	-4	nt
38	-6	16%	-5	2%
39	?	-3%	-3	-9%[9.22 µM]
40	nt	nt	-5	nt
41	-104*	8%	-9	?
42	0	-17%	19	25%
43	10	9%	4	-3%
44	6	2%	8	1%
45	-4	1%	-18	3%
46	-1	-8%	1	-2%

# By substructure, those above with an aryl thioether with sulfur outside any ring (three)
nr	structure	HT1080 IDH1KD tx	MCF10A rerep	KB-3-1 cytotox	KB-V1 MDR tox	GLP1R cytotox
2	O=C(CSc1ccc([N+](=O)[O-])cn1)Nc1ccc(N2CCOCC2)c(Cl)c1	1%	?	3%	-9%	14%
22	COCCn1c(SCC(=O)Nc2cccnc2Cl)nc2cc(Cl)ccc2c1=O	-2%	8%	-11%	?	1%
39	CC1Cc2ccccc2N1C(=O)CSc1nnc2c(n1)[nH]c1ccc(F)cc12 (configuration not stated)	0%	-14%	-3%	?	-8%

nr	IL-1B inflam inh	HT1080-NT tox	DRD3 agonist	SW480 rereplic
2	-13	-13%	-10	17%
22	-11	-6%	7	-3%
39	?	-3%	-3	-9%[9.22 µM]

# High-throughput results from PubChem.
